# Compound activity from PubChem.
# HCV inh: HCV inhibition | hit rate 3.4% among 340,000 | Potency, µM (highest dose often 41.8 µM), for inactives: at the highest dose activity change, negative = inhibition, hits mostly inhibitors | Huh7.5.1 HCVcc-Cre infection, luciferase reporter, 44 h; also: potency is read from the fitted curve at half-maximal effect; % is scaled to controls: 0 for no effect and ±100 for the full control effect
#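 Whole-lifecycle infectious HCVcc-Cre system; cells 1,000/well, compound then virus (~0.5 moi) added 4 h after plating, 44 h culture. Luciferase read 15 sec following 15 min substrate incubation, room temp.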
# Pf growth 48h: inhibits P. falciparum growth in the first generation, 48 h. P. falciparum luciferase growth in erythrocytes, 48 h. Potency, µM (top dose mostly 28.7 µM), for inactives: top-dose activity change, negative = inhibition, actives largely listed as inhibitors. hit rate 5.9% among 310,000. AID 504832; also: potency is read from the fitted curve at half-maximal effect; % is scaled to controls: 0 for no effect and ±100 for the full control effect
#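 Erythrocytes infected with P. falciparum carrying an integrated firefly luciferase reporter (2% hematocrit, 0.1% parasitemia final) were exposed to compounds in RPMI 1640 with 0.5% Albumax at 37 C, 5% CO2. Growth inhibition was scored as reduced luminescence.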
# LmPK inh: LmPK (Leishmania mexicana) enzyme inhibition; Q27686; purified LmPK, Kinase-Glo ATP luminescence, 1 h; Potency, µM (series often up to 57.5 µM), without a hit: at the highest dose activity change, negative = inhibition, usual class: inhibitors; hit rate 0.37% among 290,000; AID 1721; also: potency is read from the fitted curve at half-maximal effect; % is scaled to controls: 0 for no effect and ±100 for the full control effect
# Target sequence (Q27686 whole entry, looked up): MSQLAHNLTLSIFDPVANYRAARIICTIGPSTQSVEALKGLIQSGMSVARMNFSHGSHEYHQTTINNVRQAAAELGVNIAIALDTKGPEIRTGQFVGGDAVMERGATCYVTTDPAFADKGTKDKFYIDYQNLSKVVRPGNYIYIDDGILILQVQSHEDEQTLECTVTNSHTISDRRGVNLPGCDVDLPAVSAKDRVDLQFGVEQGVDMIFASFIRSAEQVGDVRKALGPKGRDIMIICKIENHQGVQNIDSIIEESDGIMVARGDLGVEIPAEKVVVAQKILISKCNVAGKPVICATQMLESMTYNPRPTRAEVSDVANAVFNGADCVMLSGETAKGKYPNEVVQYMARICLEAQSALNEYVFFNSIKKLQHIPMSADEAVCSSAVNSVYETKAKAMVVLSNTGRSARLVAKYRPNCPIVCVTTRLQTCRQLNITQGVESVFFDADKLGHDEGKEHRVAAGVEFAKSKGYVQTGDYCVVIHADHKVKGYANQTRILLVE
#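 ATP generated from ADP (0.1 mM) and PEP (0.5 mM) by 0.1 nM LmPK over 1 h at room temperature (pH 7.2 imidazole buffer) was detected by coupled luciferase luminescence. Values were normalized to uninhibited and no-enzyme wells.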
# TbPYK inhibitor: T. brucei pyruvate kinase inhibition; Q57TT1; TbPYK enzyme, Kinase-Glo Plus ATP luminescence, 45 min; Potency, µM (titrated, usually from 76.8 µM), without a hit: at the highest dose activity, negative = inhibition, usual class: inhibitors; hit rate 0.12% among 410,000; AID 624173; also: potency is read from the fitted curve at half-maximal effect; % is scaled to controls: 0 for no effect and ±100 for the full control effect; nearly all actives have a fitted effect of over 50% in size
#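 In this concentration-response screen, enzyme-free wells defined baseline while DMSO plates tracked drift. Each reaction combined TbPYK, substrate, compound and 130 uM ADP for 45 min at room temperature. Kinase-Glo Plus luminescence gave the signal.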
# Cycloheximide cs: counter-screen hit for Shiga toxin inhibitors, cycloheximide. max response, %. cell reporter, cycloheximide protein synthesis inhibition counterscreen. AID 2314. hit rate 12% among 300,000; in the data active = max response mostly above about 13%, no sharp cut-off; inactive = mostly below about 14%; also: read at 38.3 µM for the half of the compounds with a filed dose; 0% is about no effect
# Shiga toxin inh: blocks Shiga toxin action in Vero cells; hit rate 9.2% among 290,000; Vero cells, Shiga toxin protein synthesis inhibition reporter; inhibition, % at 38.7 µM; AID 2315; in the data active = inhibition mostly above about 28%, no sharp cut-off; inactive = mostly below about 43%; also: 0% is about no effect
# Pf growth 96h: P. falciparum growth inhibition at 96 hour, primary screen for plastid delayed-death inhibitors; Potency, µM (titrated, usually from 28.7 µM), for the others: at the highest dose activity change, negative = inhibition, most hits filed as inhibitors; P. falciparum luciferase reporter growth, 96 h; hit rate 6.9% among 320,000; also: potency is read from the fitted curve at half-maximal effect; % is scaled to controls: 0 for no effect and ±100 for the full control effect
#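 Luminescence readout: decreased luciferase signal marks inhibited growth of reporter-expressing P. falciparum in infected red cells (2% hematocrit, 0.05% parasitemia final), exposed to compound two generations (96 h, 37 C, 5% CO2).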
# * hit, by the source's call; i = inactive; ? = inconclusive; · = no result given; & = joins results of further samples; [ ] = remark or other dose. Unless noted, calls follow the shape of the dose curve; as a rule, active = well fitted curve in the direction sought with a large enough effect; inconclusive = small, poorly fitted or top-dose-only effect, or another doubt; inactive = no such curve, though single readings can be large; an effect the other way counts as inactive or inconclusive.
1) CCOC(=O)CNC(=O)CSc1nnc(-c2ccco2)n1N
2) Cc1ccc(OCC(=O)N/N=C/c2ccc([N+](=O)[O-])o2)cc1
3) Cc1c(C)c2ccc(OC(C)C(=O)N3CC[C@@]4(O)CCCC[C@H]4C3)c(C)c2oc1=O (stereo partly specified)
4) O=C(c1cc(Cl)ccc1[N+](=O)[O-])N1CCc2ccccc2C1
5) CCc1ccc(OCC(=O)N(Cc2ccccc2)C2CCS(=O)(=O)C2)cc1 (stereo unspecified)
6) CC(C)(C)NC(=O)C(c1cccnc1)N(C(=O)c1csnn1)c1ccccc1 (stereo unspecified)
7) COc1nc(Oc2ccc(C(=O)O)cc2)nc(Oc2ccc(C(=O)O)cc2)n1
8) COC(=O)c1ccc(NC(=O)CSc2nnc(CNc3ccc(F)cc3)n2C)cc1
Assay by compound,1,2,3,4,5,6,7,8
HCV inh,13%,?,-83%,7%,10%,15%,-2%,10%
Pf growth 48h,23%,10µM*,?,15%,-18%,38%[activator],18%,?
LmPK inh,0%,-3%,-2%,-2%,-6%,2%,-2%,-3%
TbPYK inhibitor,-6%,3%,-6%,2%,5%,-3%,13%,-9%
Cycloheximide cs,6,12,3,-2,-3,1,-2,10
Shiga toxin inh,-9,-5,1,-7,-4,-4,-2,39
Pf growth 96h,?,?,?,33%[activator],-19%,?,36%[activator],25%

9) O=C(CSc1nnc(-c2ccco2)n1Cc1ccccc1)c1ccccc1
10) CCOC(=O)c1sc(NC(=S)NC(=O)c2ccco2)nc1C
11) COCCCNCCOCCSc1ccc(Cl)cc1
12) COc1ccc(CNC(=O)/C(C#N)=C/c2cccc(OC)c2OC)cc1
13) C[C@@]12C(=O)Nc3ccc(Br)cc3C(=O)N1[C@H]1c3cc(Br)ccc3OC[C@@H]1[C@@H]2c1ccccc1
14) CCC(c1nnc(SCC(=O)Nc2ccc(NC(C)=O)cc2)n1Cc1ccccc1)N(C)C (stereo unspecified)
15) Cc1ccc(S(=O)(=O)N2CCOCC2)cc1C(=O)N1CCN(Cc2ccccc2)CC1
16) Cc1ccccc1NC(=S)Nc1ccccc1
Assay by compound,9,10,11,12,13,14,15,16
HCV inh,-20%,9%,?,29%,?,9%,9%,8%
Pf growth 48h,14%,39%[activator],?,?,3.3µM*,0%,-3%,5%
LmPK inh,2%,-1%,-2%,7%,·,-2%,·,0%
TbPYK inhibitor,-19%,2%,-8%,1%,-4%,1%,2%,2%
Cycloheximide cs,38*,42*,-3,-1,·,-3,·,-4
Shiga toxin inh,72*,50,-15,-10,·,2,·,·
Pf growth 96h,?,?,4%,?,3.3µM*,9%,44%[activator],18%

17) C[C@@H]1CC=C[C@@H]2[C@H]1C(=O)N(Cc1ccccc1)[C@H]2c1cccc(C#Cc2ccccc2)c1
18) CS(=O)(=O)N1CCCC(C(=O)NCc2ccc(F)cc2Cl)C1 (stereo unspecified)
19) O=C(O)C1C2C=CC(C2)C1C(=O)NC(c1ccccc1)c1ccccc1 (stereo unspecified)
20) Cc1ccc(NC(=O)Nc2ccc3c(c2)N(C)C(=O)CS3)cc1C
21) COc1ccc(CCNS(=O)(=O)c2ccc(OC)cc2)cc1
22) CCCCC(=O)Nc1nc(C)c(-c2csc(Nc3ccccc3OC)n2)s1
23) O=C1c2cccc([N+](=O)[O-])c2C(=O)N1C1CCCCC1
24) CCOC(=O)c1c(C)[nH]c(C(=O)OCC(=O)N2c3ccccc3CC2C)c1C (stereo unspecified)
Assay by compound,17,18,19,20,21,22,23,24
HCV inh,-8%[8.37 µM],2%,10%,-21%,-13%,-27%,3%,10µM*
Pf growth 48h,·,12%,1%,·,30%,?,40%[activator],?
LmPK inh,·,-1%,1%,10%,-1%,6%,-1%,1%
TbPYK inhibitor,1%,1%,11%,-3%,3%,-7%,-3%,-3%
Cycloheximide cs,12,7,-1,11,-4,2,-2,-6
Shiga toxin inh,i,26,-15,-2,-7,-4,-7,-12
Pf growth 96h,·,·,·,?,?,?,-13%,?

25) O=C(Oc1ccc(-c2cnc3ccccc3n2)cc1)c1ccc(Cl)c([N+](=O)[O-])c1
26) Cc1cccc(C(=O)NNC(=O)CSc2nnc(C3CC3)n2C)c1
27) O=C1CC(c2ccccc2)Sc2nc3ccccc3n21 (stereo unspecified)
28) COc1cc(Cl)c(S(=O)(=O)NCCCN2CCOCC2)cc1Cl
29) CCCCOc1ccc(/C=c2\sc3ncnn3c2=O)cc1
30) Cc1ccc(C(=O)Nc2nnc(NC(=S)Nc3ccccc3)s2)cc1
31) O=C(CN1CCN(S(=O)(=O)c2ccc(Br)cc2)CC1)N/N=C/c1ccco1
32) C=CCc1c(OC)ccc2c1c(S(=O)(=O)c1ccc(C)cc1)cn2COC
Assay by compound,25,26,27,28,29,30,31,32
HCV inh,8%,19%,5%,2%,-3%,?,4%,-28%
Pf growth 48h,212%[activator],?,340%[activator],·,12%,-23%,-19%,?
LmPK inh,0%,-6%,-16%,-4%,-1%,-1%,0%,-2%
TbPYK inhibitor,-6%,2%,-19%,1%,4%,-8%,-1%,-1%
Cycloheximide cs,37*,-1,41*,1,-1,3,0,-2
Shiga toxin inh,48*,3,99*,-13,0,19,-8,-5
Pf growth 96h,24%,?,28%,-16%,1.5µM*,32%[activator],-13%,?

33) CC(CN1CCCC1)OC(=O)c1ccc(F)cc1 (stereo unspecified)
34) c1cncc(CNc2ncn[nH]2)c1
35) CCCNC(=O)Cn1c(=O)oc2cc(S(=O)(=O)N3CC(C)CC(C)C3)ccc21 (stereo unspecified)
36) COc1ccc(-c2[nH]ncc2/C=N\NC(=O)c2ccc(C(C)(C)C)cc2)cc1OC
37) Cn1ncc(Cl)c1C(=O)NC1C2CC3CC(C2)CC1C3 (stereo unspecified)
38) Cc1cc2n(n1)C(c1ccsc1)Nc1ccccc1-2 (stereo unspecified)
39) O=c1[nH]c(=S)n(Cc2ccc(F)cc2)c(O)c1C=NCc1cccnc1
40) COc1cc(S(=O)(=O)n2ccc(C)n2)ccc1Cl
Assay by compound,33,34,35,36,37,38,39,40
HCV inh,19%,3%,-19%,-2%,8%,?,-1%,9%
Pf growth 48h,6%,7%,?,16%,-2%,14%,·,36%[activator]
LmPK inh,0%,-3%,4%,-2%,3%,9%,6%,-5%
TbPYK inhibitor,1%,1%,2%,-3%,-2%,-10%,3%,3%
Cycloheximide cs,-1,-1,-1,21*,-1,7,10,-2
Shiga toxin inh,-4,2,9,76*,-7,-5,-5,-4
Pf growth 96h,?,0%,3%,?,?,·,21%,?

41) CCc1cccc(NS(=O)(=O)c2ccc(-n3cccn3)cc2)c1
42) COc1ccc(/C=C(/C#N)C(=O)Nc2cccc(C)c2C)cc1C(=O)O
43) Cc1nnc(NCCN2CCOCC2)[nH]c1=O
44) O=C(O)c1ccc2c(c1)C(=O)N([C@H](Cc1ccc(O)c(O)c1)C(=O)O)C2=O
45) CCOC(=O)C1CCCN(C(=O)Cc2c(C(=O)O)[nH]c3ccccc23)C1 (stereo unspecified)
46) Cc1nc2ccccc2c(=O)n1NC(=O)COc1ccccc1
47) Cc1ccc(C)c(NC(=O)CN(C)C(=O)c2ccccc2Cc2ccccc2)c1
48) Cc1c(NC(=O)c2cnn3cccnc23)c(=O)n(-c2ccccc2)n1C
Assay by compound,41,42,43,44,45,46,47,48
HCV inh,-26%,9%,9%,·,15%,18%,1%,9%
Pf growth 48h,26%,10%,6%,-1%,?,1%,?,10%
LmPK inh,8%,0%,-6%,·,5%,-3%,·,0%
TbPYK inhibitor,-8%&0%,-5%,1%,·,-17%,1%,-23%,11%
Cycloheximide cs,-1,3,-3,-6,-4,-8,·,0
Shiga toxin inh,-4,-3,-2,-4,-2,-4,·,-4
Pf growth 96h,13µM*,?,-19%,-5%,1%,·,?,?

49) CCCCCCc1ccc(N2C[C@H](Cc3ccccc3)[C@@H](CC(=O)Nc3ccccc3)C2=O)cc1
50) CCN(CC)C(=O)CSc1nc2ncccc2[nH]1
51) COc1ccccc1-c1c(C(F)(F)F)oc2cc(OC(=O)c3ccc([N+](=O)[O-])cc3)ccc2c1=O
52) Cc1cccc(C(=O)Nc2sc(C(=O)N3CCCC3)c(C)c2C#N)c1
53) CC(C)C(=O)Nc1ccc2c(c1)nc(CCN1CCN(c3ccccc3)CC1)n2C
54) CC(=O)Nc1ccc(NC(=O)c2oc3cc(C)c(C)cc3c2C)cc1
55) CCN(CC)C(=S)Nc1ccc(OC)cc1
56) C1CCCN(c2nc3nonc3nc2N2CCCCCC2)CC1
Assay by compound,49,50,51,52,53,54,55,56
HCV inh,-54%,35%[activator],-23%&6%,29%,-14%,?,17%,0%
Pf growth 48h,?,36%[activator],-2%,?,?,-13%,-9%,0%
LmPK inh,-1%,3%,2%,7%,2%,3%,-1%,-24%
TbPYK inhibitor,6%,3%,1%,-14%,6%,0%,-6%,5%
Cycloheximide cs,17*,-2,-4,-5,-2,-2,-3,10
Shiga toxin inh,44*,11,-8,-19,-7,-3,12,20
Pf growth 96h,?,12µM*,?,·,?,7%,9%,-3%

57) COc1ccc(N(C(=O)c2snc(C(N)=O)c2N)C(C(=O)NC2CCCCC2)c2ccc(C)o2)cc1 (stereo unspecified)
58) CCNC(=O)N1CCCC(C(=O)c2ccc3cc(OC)ccc3c2)C1 (stereo unspecified)
59) O=C(N/N=C/c1c(O)n(-c2ccccc2Cl)c(=O)c2ccccc12)c1cccnc1
60) COc1cc(OC)c2c(O)c3c(c(-c4c5c(c(O)c6c(OC)cc(OC)cc46)CO[C@@H](C)[C@H]5O)c2c1)[C@H](O)[C@H](C)OC3
Assay by compound,57,58,59,60
HCV inh,?,2%,4%,?
Pf growth 48h,8.3µM*,?,?,0%
LmPK inh,6%,-2%,4%,-4%
TbPYK inhibitor,-3%,9%,5%,-19%
Cycloheximide cs,-9,20*,-3,0
Shiga toxin inh,-12,26,-17,-3
Pf growth 96h,-21%,?,?,50%[activator]
